Bioassay records (PubChem)
TGFb SMAD3 inh = inhibitors of TGF-b signaling. HepG2 CAGA-GFP TGF-b/SMAD3 reporter, GFP fluorescence, 18 h; TGF-beta stimulated, 500 pg/mL final. Potency, µM (doses to about 46.1 µM), without a hit: top-dose activity, negative = inhibition, usual class: inhibitors. actives 1.2% (n = 410,000). AID 588855; also: potency is read from the fitted curve at half-maximal effect; % is scaled to controls: 0 for no effect and ±100 for the full control effect; nearly all actives have a fitted effect of over 65% in size
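Per well, imaged GFP fluorescence of HEPG2 CAGA-GFP cells gives the signal; cells get compound, then TGF-beta (500 pg/mL final), 18 h at 37 degrees C; %Activity versus -TGF-beta and +DMSO controls.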
A549 viability = A549 cytotoxicity, counter-screen for Nrf2 inhibitors. Potency, µM (highest dose often 46 µM), inactives show top-dose activity change, negative = cytotoxicity, most hits filed as inhibitors. A549 ARE-Fluc cells, CellTiter-Fluor viability, 18-24 h. actives 0.16% (n = 390,000); also: potency is read from the fitted curve at half-maximal effect; % is scaled to controls: 0 for no effect and ±100 for the full control effect
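A549 ARE_Fluc cells in 5% FBS OPTI-MEM were exposed to compounds in concentration-response for 18-24 h at 37 deg C. Viability was read by CellTiter-Fluor fluorescence (Ex 405/Em 525) after 30 min, before the luciferase read.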
HepG2 viability = counter-screen for TGF-b inhibitors: cytotoxicity in HepG2 cells. actives 0.76% (n = 410,000). HepG2 CAGA-GFP viability, ATP luminescence, 18 h. Potency, µM (series often up to 46.1 µM), inactives show at the top dose activity change, negative = cytotoxicity, actives largely listed as cytotoxic; also: potency is read from the fitted curve at half-maximal effect; some results filed as inactive show a strong effect at the top dose
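CellTiter-Glo luminescence gave cytotoxicity after 18 hours at 37 degrees C. The cells were HepG2 CAGA-GFP in 1% FBS DMEM, stimulated with 500 pg/mL TGF-beta after compound addition. %Activity was normalised to no-cell wells (complete cell-killing) and DMSO (no toxicity), and curves were fitted and classified.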
S2 tox = cell viability loss in ATXN counter-screen; S2 cells (HEK-293 line with an ATXN2-luciferase reporter) viability, CellTiter-Fluor protease fluorescence, 24 h; actives 0.49% (n = 400,000); Potency, µM (series often up to 56.7 µM), hits mostly cytotoxic; also: potency is read from the fitted curve at half-maximal effect; nearly all actives have a fitted effect of over 40% in size
Nrf2 block = Nrf2 pathway inhibition; Potency, µM (top dose mostly 46 µM), for inactives: top-dose activity change, negative = inhibition, hits mostly inhibitors; A549 ARE-Fluc reporter, luciferase luminescence, 18-24 h; actives 2.1% (n = 360,000); also: potency is read from the fitted curve at half-maximal effect; % is scaled to controls: 0 for no effect and ±100 for the full control effect; nearly all actives have a fitted effect of over 60% in size
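Nrf2 function is reported as luminescence of an ARE-controlled luciferase in A549 cells. Compounds were tested at several concentrations, and a CellTiter-Fluor read on the same wells flagged cytotoxicity.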
MmCpn inh = inhibitors of Methanococcus maripaludis chaperonin (MmCpn) | purified Mm-Cpn ATPase, ADP Transcreener TR-FRET | Potency, µM (doses to about 76.9 µM), inactives show top-dose activity, negative = inhibition, usual class: inhibitors | actives 0.031% (n = 330,000) | AID 504842; also: potency is read from the fitted curve at half-maximal effect; % is scaled to controls: 0 for no effect and ±100 for the full control effect; nearly all actives have a fitted effect of over 80% in size
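25 nM Mm-CPN + cpd, 10 min 37°C; + 10 uM ATP, 30 min 37°C; buffer 30 mM Tris pH 7.4, 100 mM KCl, 5 mM MgCl2, 1 mM DTT; Transcreener ADP HTRF detection 30 min RT.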
CCT modulator = cytosolic chaperonin activity modulation | actives 0.3% (n = 360,000) | activity change, % (test concentration not listed), hits read low | purified chaperonin ATPase assay, HTRF ADP detection, 30 min | AID 651819; in the data active = activity change below about -30%; also: % is scaled to controls: 0 for no effect and ±100 for the full control effect
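TRiC (40 or 20 nM final, by batch activity) in 30 mM Tris pH 7.4, 100 mM KCl, 5 mM MgCl2, 1 mM DTT was treated with compound at 76 uM single dose, then 10 uM ATP, 30 min at 37 °C. ADP was read by HTRF Transcreener.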
Nrf2 ARE act = activators of Nrf2 (ARE) signaling | AREc32 ARE-luciferase reporter (MCF7-derived line), luminescence, 24 h | Potency, µM (series often up to 46.1 µM), without a hit: top-dose activation, most hits filed as activators | actives 0.31% (n = 410,000); also: potency is read from the fitted curve at half-maximal effect; % of control where 0% means no effect; nearly all actives have a fitted effect of over 65% in size
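Reporter line AREc32 (ARE-Fluc), seeded overnight in OPTI-MEM with 5% FBS; compound pin-transferred, 24 hr at 37 deg C, 5% CO2; luminescent read-out.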
pAkt inh = Akt phosphorylation inhibition; Neuro2A IGF-stimulated pAkt S473 HTRF, 20 min; hits give low values; activity change, % for hits at 50 µM; actives 0.32% (n = 360,000); AID 651550; in the data active = activity change below about -80%; inconclusive = mostly about -51% to -80%; also: % is scaled to controls: 0 for no effect and ±100 for the full control effect
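Neuro2A cells (4,500/well, DMEM with 0.5% FBS) were treated with compound at a single 50 µM final concentration, stimulated with 6 nM IGF for 20 min at 37 °C, and lysed. Phospho-Akt Ser473 was read by HTRF as 665/615 ratio ×10^4.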
Starred values were filed as active, the others as inactive; i = inactive; ? = inconclusive; nt = no result given; & = joins results of further samples; [ ] = remark or other dose. Unless noted, calls follow the shape of the dose curve; as a rule, active = well fitted curve in the direction sought with a large enough effect; inconclusive = small, poorly fitted or top-dose-only effect, or another doubt; inactive = no such curve, though single readings can be large; an effect the other way counts as inactive or inconclusive.

SMILES	TGFb SMAD3 inh	A549 viability	HepG2 viability	S2 tox	Nrf2 block	MmCpn inh	CCT modulator	Nrf2 ARE act	pAkt inh
COc1ccc(CCNC(=O)C2CCCN2C(=O)Nc2ccccc2)cc1OC (configuration not stated)	3.1%	4.2%	1.9%	i	3.0%	2.6%	-2.1	-0.7%	i
COc1cccc(NC(=O)c2ncn[nH]2)c1	14.2%	-4.7%	-9.1%	i	6.7%	1.4%	0.5	-0.4%	i
O=C(NNc1c(Cl)cc(Cl)cc1Cl)c1n[nH]c(=O)c2ccccc12	10.7%	4.5%	-7.7%	i	13.9%	-1.0%	0.2	5.5%	i
Cn1cccc1/C=C1\SC(=Nc2ccc(O)cc2)NC1=O	?	-26.0%	-33.1%	?	?	-0.6%	-3.7	6.7%	i
O=C(NCCN1CCc2ccccc2C1)C1CCN(S(=O)(=O)N2CCC3(CC2)OCCO3)CC1	?	2.2%	-4.6%	i	4.6%	0.6%	-2.8	0.0%	i
COc1ccccc1C(=O)NNC(=O)c1ccc(NC(=O)CC(C)C)cc1	8.6%	6.7%	16.1%	i	0.8%	-3.0%	1.8	0.3%	i
NC(=O)c1ccc(NC(=O)CNC(=O)c2sc3ccccc3c2Cl)cc1	22.1%	-5.8%	-0.6%	i	?	-16.9%	1.8	-0.3%	i
O=C1NC(=O)c2cc(Oc3ccc([N+](=O)[O-])cc3)ccc21	-15.5%	?	-2.9%	?	0.0%	1.4%	-11.2	-1.2%	i
CSc1nc(N(C)NC(=O)c2ccc(Cl)cc2)c2ccccc2n1	?	?	-17.5%	?	19.6%	1.5%	-2.7	3.2%	i
CCOC(=O)c1c(C)[nH]c(C)c1S(=O)(=O)NCCCN1CCOCC1	16.5%	1.3%	4.2%	i	14.7%	-3.0%	-0.2	-1.4%	i
Cc1ccc(NC(=O)c2ocnc2C)cc1Cl	-14.5%	-6.9%	-16.2%	i	nt	1.3%	-1.1	3.1%	nt
COc1ccc(CCNC(=O)Cc2ccsc2)cc1	-8.0%	6.1%	-7.2%	i	-8.3%	4.9%	0.6	-0.8%	i
FC(F)(F)c1cc(N2CCNCC2)c2ccccc2n1	17.4%	-1.0%	-0.9%	i	-3.7%	-2.7%	2.5	-0.6%	i
CC(C)n1c(=N)c(C(=O)NCc2ccccc2)cc2c(=O)n3ccccc3nc21	32.6%[activator]	0.6%	-6.6%	i	1.5%	nt	nt	0.4%	nt
CCCCCNc1nc2sc3c(c2c(=O)n1-c1cccc(Cl)c1)CCN(C)C3	-20.9%	-2.6%	-11.0%	i	?	-2.8%	0.7	5.7%	i
O=C(CSc1nnnn1Cc1ccccc1)c1ccc(F)cc1	-9.9%	1.1%	4.4%	i	?	-3.0%	-0.8	-0.5%	i
COc1ccccc1NC(=O)CSc1nc2ncccc2[nH]1	-1.3%	1.3%	-3.4%	i	-5.5%	1.0%	1.2	-0.1%	nt
COc1cccc(N=Nc2c(C)[nH]n(-c3ccccc3)c2=O)c1	-0.6%	-11.7%	-18.4%	?	19.3%	-0.6%	0.3	0.0%	i
COCCN1C(=O)COc2ccccc2C1C(=O)Nc1ccc2c(c1)OCCO2 (configuration not stated)	nt	nt	nt	i	nt	nt	0.3	0.3%	i
CN(CC(=O)Nc1ccc(C(N)=O)cc1)CC(=O)Nc1ccccc1Cl	1.1%	11.5%	-12.8%	i	6.6%	1.0%	-4.6	0.2%	i
COc1ccc(OC)c(Nc2nc3ccccc3nc2-n2nc(C)cc2C)c1	10.3%	-0.6%	-6.3%	i	18.8%	nt	nt	3.7%	nt
CN(C)c1ncnc2c1ncn2[C@H]1CN(Cc2cccnc2)C[C@@H](CO)O1	2.4%	nt	8.4%	i	nt	nt	0.1	0.1%	i
Cc1ccc2nc(SCC(=O)Nc3ccc(F)cc3F)nc(=O)n2c1	14.3%	-12.5%	-1.5%	i	0.2%	-2.1%	3.1	3.1%	i
CC1(C)Oc2ccc(C(=O)N3CCOCC3)cc2N(CC(=O)Nc2ccccc2)C1=O	-8.5%	-3.2%	-11.4%	?	1.0%	1.1%	0.0	0.6%	i
CCCCNC(=O)C1(C)CCN1C(=O)c1cccc(OC(F)(F)F)c1 (configuration not stated)	0.2%	nt	-5.9%	i	nt	nt	-3.5	-0.1%	i
Next part:
SMILES	TGFb SMAD3 inh	A549 viability	HepG2 viability	S2 tox	Nrf2 block	MmCpn inh	CCT modulator	Nrf2 ARE act	pAkt inh
CCOc1ccc(S(=O)(=O)N2CCCCC2)cc1NC(=O)CN1C(=O)NC(C)(c2ccc(C)cc2)C1=O (configuration not stated)	-9.0%	-15.1%	0.0%	i	?	-3.0%	5.3	0.7%	i
O=C1CNC(=S)N1Cc1ccc(Cl)cc1	0.0%	7.5%	-2.6%	i	16.2%	0.1%	1.3	-0.3%	i
COCCCn1c(Cc2ccccc2)nnc1SCC(=O)N1CCCCC1	11.8%	9.4%	9.4%	i	nt	-1.4%	3.0	-0.4%	i
O=C(c1ccc([N+](=O)[O-])cc1)N1CCSC1c1ccc(Br)cc1 (configuration not stated)	-1.7%	2.6%	-20.0%	i	-1.0%	2.1%	0.2	0.4%	i
CCOc1ccccc1NC(=O)CSc1nncc2ccccc12	9.3%	-12.8%	-6.7%	i	23.1µM*	-1.4%	-1.6	28.7%	i
Cc1ccc(C)c(S(=O)(=O)N(C)c2ccc(OC(=O)CN3C(=O)NC4(CCCC4)C3=O)cc2)c1	0.0%	0.7%	4.1%	i	6.8%	nt	-19.9	-0.8%	i
O=C(O)c1ccccc1N1C(=O)C2C3CCC(C3)C2C1=O (configuration not stated)	-25.0%	3.6%	-18.8%	i	-1.7%	0.0%	2.8	-0.4%	i
Cc1ccccc1Nc1nc2ccccc2n1C(C)C	-5.5%	-5.1%	-4.5%	i	-3.4%	-1.6%	-1.2	0.1%	i
Cc1ccc(NC(=O)CSc2nnc(CNC(=O)c3ccccc3F)o2)cc1	-4.0%	9.6%	2.3%	i	-2.9%	1.5%	0.8	0.5%	i
ClC1(Cl)CC1Cn1c(C2CC2)nc2ccccc21 (configuration not stated)	-22.9%	-1.1%	-17.0%	i	-18.5%	-1.5%	-1.0	-1.0%	i
CC(C)(C)SCCNC(=O)CSCc1ccc([N+](=O)[O-])cc1	5.6%	-2.9%	-1.0%	i	?	-0.3%	-3.0	2.7%	i
Nc1ccccc1C(=O)NCc1ccco1	-1.1%	-0.2%&-2.1%	-11.3%	i	11.1%&2.6%	-2.7%	-1.6	-0.2%	i
Cc1ccc(-c2cc(C(F)(F)F)c(C#N)c(SCC(=O)Nc3ccccc3F)n2)cc1	-15.2%	0.7%	-26.4%	nt	3.2%	nt	nt	0.3%	nt
CCc1nn2c(=O)cc(COC(=O)c3ccc(NC(=O)CCc4ccccc4)cc3)nc2s1	2.2%	-6.0%	0.5%	nt	nt	nt	nt	0.8%	nt
COCCNC(=O)CSc1nnc(-c2ccc(OC)c(OC)c2)c(-c2ccc(OC)c(OC)c2)n1	13.5%	-6.1%	-19.2%	nt	nt	nt	nt	4.7%	nt
CCN(CC)CCNC(=O)C1CCC(=O)N(c2ccc(OC)cc2)C1c1ccc(F)cc1 (configuration not stated)	-6.1%	11.3%	-3.8%	i	20.9%	-6.9%	-1.1	-0.8%	i
O=C1CCCC2=C1C(c1ccc(O)c(O)c1)Nc1ccc3ccccc3c12 (configuration not stated)	?	-4.9%	-20.7%	i	-9.4%	nt	2.5	12.9%	i
CCN1C(=NCc2cc(OC)c(OC)c(OC)c2)N[C@@H](c2cccc(C(F)(F)F)c2)C(C(=O)OC)=C1C	11.5%	-5.9%	0.0%	i	-6.7%	-2.0%&-0.9%	-1.2	0.9%	i
COc1cccc(N2CCN(C(=O)CN(C)S(=O)(=O)c3ccc4c(c3)c(=O)n(C)c(=O)n4C)CC2)c1	-13.5%	-0.7%	-3.0%	i	-28.3%	?	-3.7	2.7%	i
Cc1ccc(NC(=O)c2c(NC(=O)c3ccc(F)cc3)sc3c2CCCC3)cc1C	2.3%	2.0%	-25.7%	i	?	nt	nt	6.1%	nt
CCOC(=O)c1c(-c2ccc(C)cc2)csc1NC(=O)/C(C#N)=C/c1ccc(O)c(OC)c1	131.3%[activator]	-19.2%	-5.2%	nt	?	-1.7%	-0.2	-0.1%	i
O=C(OCC(=O)N1CCN(S(=O)(=O)c2ccc(Cl)cc2)CC1)c1cccc(OC(F)F)c1	-4.0%	4.2%	-22.1%	i	4.7%	-0.2%	0.3	2.5%	i
COc1ccccc1C(CNC(=O)c1ccc(NS(=O)(=O)c2ccc3c(c2)OCCO3)cc1)N(C)C (configuration not stated)	-8.5%	1.1%	3.8%	i	3.0%	?	-3.7	-0.6%	i
O=C(Nc1cccc(Cl)c1)Nc1ccnc(-c2cccnc2)n1	?	-24.3%	-8.6%	i	?	-1.3%	-5.9	0.3%	i
CCn1c(COc2ccc(=O)n(-c3ccccc3)n2)nnc1SCc1ccccc1C	-4.6%	1.0%	1.4%	i	-24.4%	1.0%	0.8	0.9%	i
COc1cc(C(C)=O)ccc1COc1ccc(C(=O)O)cc1OC	-5.1%	0.9%	-8.5%	i	10.4%	-2.0%	-3.2	-0.2%	i
Cc1ccccc1NC1=NC(=S)N(CC(N)=O)C12CCOC(C)(C)C2 (configuration not stated)	0.0%	-1.4%	-26.8%	i	3.5%	2.9%	-1.1	0.0%	i
O=C(c1cc2ccccc2oc1=O)N1CCSC1c1ccco1 (configuration not stated)	-2.0%	-4.9%	-16.2%	i	-18.4%	-0.7%	-0.9	-0.3%	i
